Screening results (PubChem BioAssay)
Pol kappa inh = qHTS for Inhibitors of Polymerase Kappa; AID 588579, 2011; Potency, µM (doses to about 107 µM), for inactives: at the top dose activity, negative = inhibition, usual class: inhibitors; purified Pol kappa, fluorescent DNA synthesis assay, 10 min; 400,000 compounds, 0.53% hits; also: potency is read from the fitted curve at half-maximal effect; % is scaled to controls: 0 for no effect and ±100 for the full control effect
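Pol kappa 10 nM + cpd, 15 min RT; start w/ substrate 50 nM final; fluorescence kinetic read, 0 and 10 min. Neg ctrl: buffer, no enzyme.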
POLB inh = qHTS Assay for Inhibitors of DNA Polymerase Beta | P06746 | Pol beta primer extension/strand displacement, fluorescence kinetic | Potency, µM (top dose mostly 114 µM), inactives show at the highest dose activity change, negative = inhibition, actives largely listed as inhibitors | 340,000 compounds, 1.3% hits | AID 485314, 2010; also: potency is read from the fitted curve at half-maximal effect; % is scaled to controls: 0 for no effect and ±100 for the full control effect
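Curves were derived by four-parameter Hill fits of normalized qHTS data. The kinetic fluorescent primer-extension read was taken at 0 and 10 min after 50 nM substrate, following a 15 min room-temperature preincubation of 10 nM enzyme with compounds.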
ERG Ets-DNA blk = qHTS for Small Molecule Inhibitors of the ERG Ets/DNA interaction; Transcriptional regulator ERG (Homo sapiens), P11308; fluorescence polarization, His-ERG Ets domain / labelled DNA; Potency, µM (highest dose often 76.9 µM), for the others: top-dose FP activity, negative = inhibition, hits mostly inhibitors; 370,000 compounds, 0.028% hits; active = well fitted inhibition curve with a large enough effect in the polarisation, with a control signal flat; inconclusive = small, poorly fitted or top-dose-only effect, or effect the other way, or a change in a side signal; inactive = no such curve, though single readings can be large or run the other way; the % refers to the polarisation;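 also: polarization taken with two DNA probes labelled with fluorescein and Texas red; potency is read from the fitted curve at half-maximal effect; % of control where 0% means no effect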
Target sequence (P11308 whole entry, looked up, the tested form may be a part): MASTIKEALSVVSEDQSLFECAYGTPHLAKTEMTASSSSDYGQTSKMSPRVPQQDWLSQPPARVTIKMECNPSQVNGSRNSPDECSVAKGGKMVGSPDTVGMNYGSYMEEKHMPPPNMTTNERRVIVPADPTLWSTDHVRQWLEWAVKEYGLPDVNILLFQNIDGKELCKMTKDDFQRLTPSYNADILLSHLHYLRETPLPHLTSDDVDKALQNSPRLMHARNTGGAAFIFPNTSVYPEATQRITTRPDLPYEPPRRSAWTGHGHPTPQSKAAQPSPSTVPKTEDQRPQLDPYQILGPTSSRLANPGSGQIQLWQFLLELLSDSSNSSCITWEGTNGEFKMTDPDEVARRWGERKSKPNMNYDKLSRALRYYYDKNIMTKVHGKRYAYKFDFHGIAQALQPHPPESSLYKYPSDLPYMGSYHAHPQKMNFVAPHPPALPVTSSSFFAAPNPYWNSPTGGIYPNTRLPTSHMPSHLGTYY
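His-tagged ERG Ets domain (1 uM in the protein solution; 300mM KCl, 50mM Tris-HCl, 1mM EDTA, 1mM DTT, pH 7.5) received compound, then a probe mix of 5 nM fluorescein-DNA and 100nM Texas-615-DNA. Fluorescence polarization was read for both dyes.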
APEX1 inh = qHTS Assay for Inhibitors of the Human Apurinic/apyrimidinic Endonuclease 1 (APE1) | Potency, µM (series often up to 65.8 µM), without a hit: top-dose activity change, negative = inhibition, hits mostly inhibitors | recombinant APE1, TAMRA/BHQ-2 abasic DNA cleavage fluorescence | AID 2517, 2012 | 350,000 compounds, 0.35% hits | DNA repair nuclease/redox regulator APEX1 (Homo sapiens), P27695;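 also: potency is read from the fitted curve at half-maximal effect; plate controls were vehicle for no effect and reference inhibitor for full effect; nearly all actives have a fitted effect of over 55% in size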
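APE1 at 0.75 nM final was preincubated with compound 15 min at room temperature, then 50 nM double-stranded THF abasic-site substrate (5'-TAMRA/3'-BHQ-2) was added. Fluorescence (ex 525/em 598 nm) was read kinetically; third-minus-first read gave activity.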
Apoferritin bind = qHTS Assay for Identification of Novel General Anesthetics; apoferritin/1-aminoanthracene competitive binding, fluorescence; AID 485281, 2010; Ferritin light chain (Equus caballus), P02791; 350,000 compounds, 0.074% hits; Potency, µM (doses to about 77.5 µM), without a hit: top-dose activity change, negative = displacement, hits mostly inhibitors; also: potency is read from the fitted curve at half-maximal effect; % is scaled to controls: 0 for no effect and ±100 for the full control effect; nearly all actives have a fitted effect of over 20% in size
Target sequence (P02791 2-175 limits assumed): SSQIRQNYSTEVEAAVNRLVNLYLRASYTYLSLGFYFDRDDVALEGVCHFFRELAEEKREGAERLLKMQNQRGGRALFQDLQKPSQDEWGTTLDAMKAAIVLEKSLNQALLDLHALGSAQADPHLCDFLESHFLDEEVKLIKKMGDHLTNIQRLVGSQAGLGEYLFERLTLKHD
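Concentration-response curves derived by four-parameter Hill fitting of normalized fluorescence, where compounds displaced 1-AMA from 10 uM horse apoferritin following a brief 10 min room-temperature incubation; propofol titration acted as positive control.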
BLM helicase inh = qHTS Assay for Inhibitors of Bloom's syndrome helicase (BLM); AID 2528, 2010; Potency, µM (highest dose often 56.1 µM), inactives show at the top dose activity change, negative = inhibition, most hits filed as inhibitors; RecQ-like DNA helicase BLM (Homo sapiens), P54132; recombinant BLM DNA unwinding, fluorescence dequenching; 350,000 compounds, 0.2% hits;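 also: potency is read from the fitted curve at half-maximal effect; plate controls were vehicle for no effect and no enzyme for full effect; nearly all actives have a fitted effect of over 35% in size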
TRHR ag = qHTS for Small Molecule Agonists and Allosteric Enhancers of Human TRH Receptor: Primary Screen for Agonists. TRHR cells, calcium flux fluo-8, FDSS agonist mode. activation, % at 2 µM. 360,000 compounds, 0.18% hits; in the data active = activation above about 30%; also: 0% is about no effect
Target sequence (P34981 whole entry, looked up): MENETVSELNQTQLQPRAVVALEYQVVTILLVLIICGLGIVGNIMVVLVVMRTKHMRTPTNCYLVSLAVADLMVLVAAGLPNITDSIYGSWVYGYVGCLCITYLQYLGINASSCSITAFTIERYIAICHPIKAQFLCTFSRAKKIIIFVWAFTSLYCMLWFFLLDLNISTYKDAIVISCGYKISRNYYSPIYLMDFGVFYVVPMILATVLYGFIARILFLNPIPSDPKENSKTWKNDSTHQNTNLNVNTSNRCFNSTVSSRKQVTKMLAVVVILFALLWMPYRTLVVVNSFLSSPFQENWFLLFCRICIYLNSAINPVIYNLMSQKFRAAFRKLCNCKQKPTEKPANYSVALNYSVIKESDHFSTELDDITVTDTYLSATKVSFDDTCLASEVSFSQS
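Read-out: compound-evoked intracellular calcium rise in TRHR cells, fluo-8 dye, kinetic FDSS fluorescence at 1 s/cycle following a 10-cycle baseline. Cells cultured overnight before dye loading (30 min–1.5 h, RT).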
12-LOX inh = Primary qHTS assay for inhibitors of human arachidonate 12S-lipoxygenase (ALOX12): Round 2 | Potency, µM (doses to about 108 µM), without a hit: at the top dose activity change, negative = inhibition, hits mostly inhibitors | purified 12hLO, xylenol orange hydroperoxide absorbance | AID 1671190, 2021 | 580,000 compounds, 1.1% hits | Polyunsaturated fatty acid lipoxygenase ALOX12 (Homo sapiens), P18054; also: potency is read from the fitted curve at half-maximal effect; % is scaled to controls: 0 for no effect and ±100 for the full control effect
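Hydroperoxide product was detected by ferrous iron/xylenol orange as the 573 to 405 nm absorbance ratio. Arachidonic acid at 40 uM (final) was turned over for 30 min at room temperature by 150 nM human 12hLO, pH 7.0 Hepes buffer, after 15 min compound preincubation.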
Pol iota inh = qHTS for Inhibitors of Polymerase Iota; DNA polymerase iota (Homo sapiens), Q9UNA4; Pol iota fluorescent replication assay, 10 min; Potency, µM (series often up to 115 µM), inactives show top-dose activity, negative = inhibition, actives largely listed as inhibitors; 390,000 compounds, 1% hits; AID 588590, 2011; also: potency is read from the fitted curve at half-maximal effect
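Pol iota at 10 nM preincubated 15 min with compounds at room temperature; reaction started with fluorescent substrate, 50 nM final. Fluorescence read kinetically at 0 and 10 min; buffer-only wells as negative control.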
Active calls of the source: *; ? = inconclusive; / = no result given; & = joins results of further samples; [ ] = another dose, or the depositor's remark. Unless noted, calls follow the shape of the dose curve; as a rule, active = well fitted curve in the direction sought with a large enough effect; inconclusive = small, poorly fitted or top-dose-only effect, or another doubt; inactive = no such curve, though single readings can be large; an effect the other way counts as inactive or inconclusive. This is a subset; the hit share may differ from the screen's.

molecule | Pol kappa inh | POLB inh | ERG Ets-DNA blk | APEX1 inh | Apoferritin bind | BLM helicase inh | TRHR ag | 12-LOX inh | Pol iota inh
COc1cccc(NC(=O)CN2C(=O)NC(Cc3c[nH]c4ccccc34)C2=O)c1 (stereo not drawn) | -13.9% | / | 3.2% | -13.0% | / | / | / | -3.7% | 30.7%[activator]
COc1ccc(C2c3cc(OC)c(OC)cc3CC(=O)N2c2ccc(C)c(F)c2)cc1 (stereo not drawn) | 5.1% | 1.2% | 2.5% | / | -0.5% | -3.5% | 0.4 | -10.7% | -6.7%
CCC(C)C(Nc1ccc(C(=O)OC)cc1[N+](=O)[O-])C(=O)OC (stereo not drawn) | -17.1% | -9.7% | 4.8% | 0.8% | -22.5% | -5.6% | -0.2 | 3.5% | 19.9%
Cc1cccc(NS(=O)(=O)c2cc(C(=O)NCCC3=CCCCC3)ccc2Cl)c1 | -0.7% | -1.3% | 4.6% | -6.1% | ? | -14.4% | 0.6 | ? | 108.7%[activator]
Cc1cccc(C(=O)NNc2ncnc3c2cnn3-c2ccc(C)cc2C)c1 | -3.0%[60.1 µM] | 1.6% | -0.9% | / | ? | -2.1% | -0.4 | ? | 8.0%
CCN(CC)CCN(C)C(=O)c1ccc(OC2CCN(C(=O)C3CC3)CC2)cc1 | -5.8% | 2.4% | 12.0% | -3.2% | -14.2% | 1.2% | 0.3 | -1.6% | 25.3%
O=C1NC(=O)C(c2ccc(Cl)cc2)N1 (stereo not drawn) | 15.0% | 1.4% | 1.7% | 20.4% | -3.9% | -3.2% | 1.0 | -19.4% | -22.4%
CC(=O)NC(Cc1cc(C)ccc1C)C(=O)N1CCN(C(=O)c2ccc(Br)cc2)CC1 (stereo not drawn) | -1.5% | 40.0% | -4.7% | 0.0% | -0.2% | 3.1% | 0.1 | 7.2% | 22.2%
Oc1ccc(/C=N/N=C/c2ccc(O)cc2)cc1 | -1.1% | 0.3% | -1.2% | -10.9% | -9.7% | -4.5% | -0.2 | -31.8% | 20.5%
COc1ccccc1CNC(=O)c1cc(C)nn1-c1ccccc1 | 5.4% | 3.8% | 10.7% | 3.0% | -9.6% | -1.2% | 0.1 | 0.0% | 34.4%[activator]
O=Cc1cc(N=Nc2ccc(S(=O)(=O)O)cc2)ccc1O | ? | / | 2.9% | / | / | / | / | 0.0% | ?
COc1cc(NC(=O)CN(C)S(=O)(=O)c2ccc3[nH]c4c(c3c2)CCCC4)cc(OC)c1OC | -5.5% | 4.7% | -0.5% | / | -5.6% | -6.9% | -0.5 | -24.0% | 17.0%
COC(=O)Cc1ccc(NC(=S)NCCC(C)C)cc1 | -1.2% | -0.5% | -3.6% | 6.9% | -1.3% | 4.6% | -0.1 | -21.9% | 1.6%
COC(=O)C1=C(C)NC(=O)C1(NC(=O)c1ccccc1C)C(F)(F)F (stereo not drawn) | 3.4% | 2.2% | -12.0% | / | 2.4% | -2.4% | 1.3 | -7.3%&-10.7% | 22.1%
COc1cccc(-c2csc(N3CCN(C(=S)Nc4cccc(C)c4)CC3)n2)c1 | -20.5% | -28.4% | 23.1% | -7.8% | -7.9% | -4.9% | 0.2 | -29.8% | 23.3%
COC(=O)c1cccc(NC(=S)Nc2cc(Cl)ccc2OC)c1 | -19.1% | 2.0% | -2.1% | -0.5% | -12.1% | -4.5% | 0.2 | 0.0% | 82.2%[activator]
Cc1ccc(C)c(S(=O)(=O)Nc2ccc(C(=O)NCC(c3ccco3)N(C)C)cc2)c1 (stereo not drawn) | -10.5% | / | 4.2% | -11.1% | / | / | 0.6 | 18.2% | ?
c1ccc([C@@H]2CN3CCSC3=N2)cc1 | -1.7%[12 µM] | / | / | 3.3%[21 µM] | -6.3%[29.3 µM] | 1.0%[21.4 µM] | / | / | /
Cc1ccc(O)c(NC(=O)C2=CC(c3ccco3)=NS(=O)(=O)N2C)c1 | 1.5%&-3.8% | -9.2%&1.9% | -0.7%&-2.6% | 29.1% | ? | -1.3%&-3.2% | 0.1&-0.1 | 278.0%&-11.9%[activator] | 5.6%&40.2%
Clc1ccc(OCc2nnc3n2N=C(c2ccc4c(c2)OCCO4)CS3)c(Cl)c1 | -10.5% | -9.9% | -7.3% | -3.7% | ? | -3.4% | -0.3 | 0.0% | 4.0%

Single values from above:
APEX1 inh result of CC(=O)NC(Cc1cc(C)ccc1C)C(=O)N1CCN(C(=O)c2ccc(Br)cc2)CC1 (stereo not drawn) → 0.0%
12-LOX inh result of COC(=O)C1=C(C)NC(=O)C1(NC(=O)c1ccccc1C)C(F)(F)F (stereo not drawn) → -7.3%&-10.7%

Additional results follow:
molecule | Pol kappa inh | POLB inh | ERG Ets-DNA blk | APEX1 inh | Apoferritin bind | BLM helicase inh | TRHR ag | 12-LOX inh | Pol iota inh
CCC1C/C(=C\c2cccnc2)C(=O)/C(=C/c2cccnc2)C1 (stereo not drawn) | -5.7% | 0.2% | 5.0% | 8.7% | -5.1% | -10.4% | 0.5 | -12.6% | 22.4µM*
c1ccc(C(c2nnnn2C2CCCC2)N2CCN(c3nc4ccccc4s3)CC2)cc1 (stereo not drawn) | -18.9% | 7.8% | -15.5% | 2.7% | -2.7% | -7.5% | 0.4 | 0.0% | 6.7%
O=C(N=C1SC2CS(=O)(=O)CC2N1Cc1ccccc1Cl)C1CCCO1 (stereo not drawn) | -9.0% | 6.3% | 16.9% | 6.1% | -3.3% | 0.0% | 0.2 | -9.1% | -5.1%
CCSc1nc(C2CC2)cc(-c2ccco2)c1C#N | -1.0% | 2.8% | 9.6% | -4.3% | -14.0% | -5.6% | 0.1 | 8.2% | 15.4%
CCOC(=O)C1(CCc2ccccc2)CCN(Cc2ccc(OC)cc2)CC1 | -23.3% | ? | -8.2% | -1.4% | -9.9% | -3.0% | -0.2 | -1.3% | -20.4%
Cc1ccc(C(=O)Nc2ccc(Cl)cc2C(F)(F)F)c(Cl)c1 | 4.3% | 21.5% | 2.2% | -7.3% | -13.5% | -0.1% | 0.1 | -5.0% | -1.8%
COc1ccc(-c2nc3cnc(N4CCOCC4)nc3n(Cc3cccs3)c2=O)cc1 | -1.6%[60.1 µM] | / | / | 1.8% | / | 5.3% | / | ? | /
Cc1ccc(-c2nc(NC(=O)CSc3nnc4scc(-c5ccccc5)n34)ns2)cc1 | -30.1% | ? | -0.5% | -0.2% | 3.6% | -17.8% | -0.9 | 297.5%[activator] | -8.9%
CSc1nnc(SCC#N)s1 | 0.4% | 4.8% | 2.8% | 7.8% | -14.4% | -1.2% | 0.7 | 24.9% | 49.6%[activator]
CC1(C)C2CCC1(CS(=O)(=O)N1CCC(C(N)=O)CC1)C(=O)C2 (stereo not drawn) | -0.6% | -10.8% | ? | 53.2% | -0.2% | -2.0% | 0.7 | 0.0% | 8.7%
CC(Cc1cccnc1)NC(=O)c1cc(COc2ccc(F)cc2Cl)on1 (stereo not drawn) | -3.4% | -0.6% | 2.2% | 58.9%[activator] | ? | 0.2% | 2.0 | 9.1% | 23.9%
Cc1ccc(N2C(=O)C3C4C=CC(CC4)C3C2=O)c([N+](=O)[O-])c1 (stereo not drawn) | -1.5% | -20.8% | -2.4% | 33.0% | ? | -2.4% | 0.1 | 0.0% | 30.8%[activator]
COc1ccc(C)cc1NCc1cccc(OC)c1OC | -6.1% | ? | -6.5% | -1.3% | -4.2% | -5.0% | -0.1 | ? | ?
COc1ccc2c(c1)Sc1ccccc1N2CCN(C)C | -11.7% | 3.3% | 3.2% | 1.1% | -14.6% | 1.1% | 1.2 | / | -7.8%
CCSC(C)CC1C/C(=N/O)c2c(CC)noc2C1 (stereo not drawn) | -1.9% | -16.7% | -1.4% | 1.8% | -13.0% | -7.3% | 0.5 | -23.4% | 19.6%
COc1ccc(OC)c(-n2nnnc2SCC(=O)Nc2ccccc2OC)c1 | -15.3% | 2.3% | -0.9% | 16.1% | 69.8%[activator] | -7.1% | -1.3 | -28.9% | -2.0%
O=C(O)CC(SCC(=O)NC1CCCc2ccccc21)C(=O)O (stereo not drawn) | 0.0% | 19.4% | -0.2% | -2.2% | -0.9% | 1.3% | 0.6 | 27.0% | -2.0%
CCOC(=O)c1c(S(=O)(=O)N2CCCC(C(=O)N3CCN(c4ccccc4)CC3)C2)c(C)n(C)c1C (stereo not drawn) | -5.3%[60.1 µM] | 1.9% | -3.4% | / | -11.4% | -1.3% | -0.8 | -19.0% | -0.9%
COc1ccc(OC)c(C(=O)CSc2nccc(-c3ccc(Br)cc3)n2)c1 | -4.4% | ? | / | -2.0% | -0.6% | -1.7% | 0.8 | 5.4% | ?
COc1cc(OC)cc(-c2oc(=O)c3cc(OC)c(OC)cc3c2C#CCCO)c1 | -4.2% | / | 2.3% | 0.0% | / | / | / | -18.1% | 9.7%
Oc1cc(Br)ccc1C=Nc1ccc(N2CCCCC2)cc1 | -2.7%[60.1 µM] | 12.5% | 24.5% | -4.6% | 2.9% | -8.0% | 0.8 | 131.6%[activator] | 19.9%
O=C(O/N=C/c1ccc(Br)cc1)c1ccc(F)cc1 | -1.3% | / | -16.5% | / | / | / | / | 19.0% | 57.2%[activator]
